VLA-4 inh: inhibition in a human VLA-4 binding assay; P13612; VLA-4 expressing cells, ligand binding flow cytometry; inhibition, % (about 7 µM as worked out from the volumes in the protocol); hit rate 0.2% among 330,000; in the data active = inhibition above about 50%
PP5 primary: PP5 (human) phosphatase inhibition. P53041. purified PP5c, OMFP substrate fluorescence. inhibition, % at 6.7 µM. hit rate 0.18% among 320,000. AID 1987;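 active = inhibition above the campaign's mean inhibition across all tested compounds plus 3 SD, cut at about 9.5% in these data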;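 note: 0% = DMSO only and 100% = 100 µM cantharidin control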
proCasp3 act: activators of human procaspase-3; recombinant procaspase-3 D3A, Ac-DEVD-pNA absorbance 405 nm; activation, % at 8.5 µM; hit rate 0.11% among 330,000;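 active = activation above the mean of all tested compounds plus 3 SD, cut at about 21% in these data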;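 note: 0% = DMSO alone and 100% = DMSO wells spiked with extra 5 µM PC-3 D3A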
Target sequence (P42574 whole entry D9A/D28A/D175A): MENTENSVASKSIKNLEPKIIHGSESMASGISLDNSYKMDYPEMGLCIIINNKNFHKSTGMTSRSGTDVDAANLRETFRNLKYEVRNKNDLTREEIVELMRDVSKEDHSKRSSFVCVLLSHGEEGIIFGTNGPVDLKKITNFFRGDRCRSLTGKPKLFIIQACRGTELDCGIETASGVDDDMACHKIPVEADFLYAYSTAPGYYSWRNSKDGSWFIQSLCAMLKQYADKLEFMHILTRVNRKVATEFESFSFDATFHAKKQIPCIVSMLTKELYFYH
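Test system: Procaspase-3 D3A mutant, all three cleavage aspartates alanine | Dosing: Single dose, 8.5 µM nominal compound, 0.8% DMSO | Schedule: 1 h preincubation, 2 h reaction | Technique: 405 nm absorbance of p-nitroaniline, reads at 0 and 120 min | Repeats: One well per compound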
procasp7 counter: activates human procaspase-7, counter-screen for procaspase-3 activators; P55210; activation, % at 8.5 µM; hit rate 0.093% among 330,000; recombinant procaspase-7, Ac-DEVD-pNA absorbance 405 nm; D23A/D198A/D206A triple mutant, cannot self-cleave; scale: DMSO 0, 5 µM enzyme 100; AID 463210;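 active = percent activation above the screen-wide mean plus 3 SD, cut at about 25% in these data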
Target sequence (P55210 whole entry D23A/D198A/D206A): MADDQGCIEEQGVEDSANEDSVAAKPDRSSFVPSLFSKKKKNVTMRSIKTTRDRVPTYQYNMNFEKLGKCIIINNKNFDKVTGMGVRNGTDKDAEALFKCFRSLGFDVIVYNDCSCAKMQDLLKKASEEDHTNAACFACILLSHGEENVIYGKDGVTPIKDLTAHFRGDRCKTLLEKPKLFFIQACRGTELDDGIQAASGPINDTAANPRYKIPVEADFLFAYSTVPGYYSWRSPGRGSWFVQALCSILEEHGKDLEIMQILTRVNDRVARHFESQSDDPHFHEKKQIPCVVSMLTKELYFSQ
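Assay system – Uncleavable procaspase-7 mutant enzyme · Quantity – 2 µM procaspase-7 mutant as dispensed · Times – 1 h preincubation, 2 h reaction · Dosing – single nominal 8.5 µM compound dose, 0.8% DMSO final · Buffer or medium – Zinc-free 50 mM HEPES buffer, pH 7.4, with NaCl and Triton X-100 · Detection – Epi-absorbance of released pNA at 405 nm, two timepoints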
HCV core dimer: HCV core protein dimerization inhibition. TR-FRET GST/Flag-core106 dimerization, 1536-well. inhibition, % at 5 µM. hit rate 0.33% among 300,000;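 active = inhibition above the mean of all tested compounds plus 3 SD, set per screening campaign, cut at about 45% in these data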
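Test system: GST/Flag-tagged HCV core106 proteins; Medium: KF-containing HEPES buffer, pH 7.45, DTT, CHAPS, BSA; Times: compound-protein-antibody incubation 4 h at 22.5 °C; Detection: TR-FRET 671 and 617 nm emission; Benchmarks: wells lacking GST-core106 and wells with excess unlabelled core106.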
PP1 counter: blocks human PP1-alpha phosphatase, a PP5 counter-screen; P62136; purified PP1alpha, OMFP fluorescence; inhibition, % at 6.7 µM; hit rate 0.9% among 320,000;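 active = inhibition above the mean inhibition of all tested compounds plus 3 SD, computed separately for each screening campaign, cut at about 15% in these data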
Target sequence (P62136 whole entry, looked up): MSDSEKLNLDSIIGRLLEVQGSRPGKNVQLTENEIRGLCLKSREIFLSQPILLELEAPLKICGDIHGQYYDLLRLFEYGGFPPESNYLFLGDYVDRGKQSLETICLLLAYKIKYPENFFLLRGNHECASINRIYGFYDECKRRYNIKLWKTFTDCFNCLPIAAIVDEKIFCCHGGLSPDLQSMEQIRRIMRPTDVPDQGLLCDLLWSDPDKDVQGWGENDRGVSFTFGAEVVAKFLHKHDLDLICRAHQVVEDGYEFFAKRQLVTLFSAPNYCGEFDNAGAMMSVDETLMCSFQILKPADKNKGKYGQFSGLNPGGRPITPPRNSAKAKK
Fh CTSL1 inh: cathepsin L1 inhibition, PFM18AAP counter-screen; recombinant F. hepatica cathepsin L1, Z-Leu-Arg-MCA fluorescence; hit rate 0.49% among 300,000; inhibition, % at 5.96 µM;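 active = inhibition above the mean of all tested compounds plus 3 SD, set per screening campaign, cut at about 17% in these data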;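 note: 0% = plate median of test compound wells and 100% = 1 µM Z-Phe-Ala-diazomethylketone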
GRK2 inh: human GRK2 inhibition via aptamer displacement; bead flow cytometry, FAM-aptamer displacement from GRK2; inhibition of aptamer binding, % at 10 µM; P25098; hit rate 0.59% among 330,000;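 active = inhibition of aptamer binding above 40%, roughly 3 SD of noise, on plates passing a quality check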;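 note: median bead fluorescence of bound FAM aptamer so fluorescent compounds give negative values; no value below 0 was filed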
JMJD2C inh: human JMJD2C demethylase inhibition. Q9H3R0. GST-JMJD2C(1-420) H3K9me3 demethylation, DELFIA europium. inhibition, % at 2.35 µM. hit rate 0.069% among 330,000. AID 2099;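 active = more than half of a compound's replicate wells show inhibition beyond 50%, single wells judged on their own value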;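 note: signal counts dimethyl H3K9 product captured on neutravidin plate; 0% = median of DMSO wells and 100% = 0.3 times that DMSO median; strong numbers were not always called active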
* hit, by the source's call; nt = no result given; & = joins results of further samples.

| SMILES | VLA-4 inh | GRK2 inh | JMJD2C inh | PP1 counter | PP5 primary | Fh CTSL1 inh | procasp7 counter | proCasp3 act | HCV core dimer |
| --- | --- | --- | --- | --- | --- | --- | --- | --- | --- |
| CCOC(=O)c1[nH]c(C)c(/C(O)=C2\C(=O)C(=O)N(CCN3CCOCC3)C2c2ccco2)c1C (configuration not stated) | -2 | 0 | 60 | -2 | 2.7 | -5 | -10 | 8 | -3 |
| Cc1ccc(NC(=O)CN2CCc3ccccc3C2)cc1 | 31 | 0 | 1 | -3 | 1.4 | 1 | 5 | 10 | 5 |
| CCc1ccc(CN2C(=O)CCC2(C)C(=O)NC2CCCC2)cc1 (configuration not stated) | 6 | 3 | -26 | -2 | 0.7 | 0 | -6 | 2 | 3 |
| Cc1nc(-c2ccccc2)sc1C(=O)CSc1ccc(F)cc1 | -4 | 0 | -6 | -6 | 0.5 | 4 | -1 | -7 | -11 |
| CC(=O)N1CCOc2ccc(S(=O)(=O)N3CCC(C(=O)Nc4ccc(C)c(C)c4)CC3)cc21 | 5 | 4 | 4 | -1 | 2.9 | 0 | 7 | 6 | 4 |
| c1ccc(-c2nnc(CSc3nc4ccccc4[nH]3)o2)cc1 | -3 | 1 | -9 | 0 | 2.5 | 1 | -8 | 3 | 3 |
| CCCNC(=O)c1c(N)n(-c2cc(OC)cc(OC)c2)c2nc3ccccc3nc12 | -10 | 4 | 2 | 3 | 6.7 | 7 | 29* | 115* | 2 |
| O=C(Nc1ncc2c(n1)CC(c1ccco1)CC2=O)c1ccco1 (configuration not stated) | 5 | 1 | 1 | -2 | 3.6 | 2 | 4 | -11 | -1 |
| COc1ccc(CCNC(=O)C/C(C)=N/NC(=O)c2cnccn2)cc1 | -1 | 1 | 2 | 0 | 3.0 | -2 | 15 | 7 | -4 |
| Cc1c2c(nc3c(C(=O)NC4CCCCC4C)cnn13)CCCC2 (configuration not stated) | 10 | 0 | -1 | -3 | 0.1 | 2 | -7 | 1 | 6 |
| CCOc1ccc(C(=O)NCC(=O)N2CCCC2)cc1 | 4 | 0 | -8 | -2 | 2.6 | 0 | 1 | 17 | 4 |
| Cc1ccc(OCCCCN2CCCCC2)c(Br)c1 | 6 | 0 | 17 | 3 | 3.6 | -4 | -1 | -8 | -11 |
| Cc1cccc2c1Sc1ccc(Cl)cc1CC2N1CCNCC1 (configuration not stated) | 43 | 0 | -9 | 19* | 2.7 | -1 | -8 | -6 | -20 |
| C=CCc1ccc(OC(=O)NC2CCCCC2)c(OC)c1 | 11 | 3 | -19 | 2 | 1.8 | 2 | 6 | -1 | 4 |
| C/C(=N\NC(=O)CCC(=O)N/N=C(\C)c1ccc(C)o1)c1ccc(C)o1 | 9 | 1 | -3 | -2 | 0.7 | 1 | 5 | 4 | -3 |
| CCN(CCCc1ccccc1)CCCc1ccccc1 | -1 | 3 | -8 | -1 | 3.4 | -4 | -2 | -5 | 16 |
| CCN(C(=O)c1cc2c(=O)[nH]c3ccc(C)cc3c2s1)c1ccccc1F | 10 | 2 | 5 | 4 | -1.1 | 0 | -9 | -2 | 22 |
| CC1(C)CC(=O)C2=C(C1)N(c1cccnc1)C(N)=C(C#N)C2c1cccs1 (configuration not stated) | -19 | 0 | -33 | 0 | 1.4 | 3 | -8 | -3 | -10 |
| CCOc1cccc(C2C(C(=O)c3ccco3)=C(O)C(=O)N2Cc2ccncc2)c1 (configuration not stated) | 17 | 4 | 32 | -3 | 1.1 | -1 | -25 | 3 | 0 |
| Cc1ccc(/C=C2\C(=O)ON=C2c2ccccc2)o1 | -6 | 0 | -9 | -1 | 1.9 | 16 | -10 | 6 | -3 |
| CCc1cc(C(=O)N2CCN(C(=O)c3ccco3)CC2)sc1C | 10 | 0 | 0 | -3 | 0.2 | 1 | 0 | -7 | -1 |
| O=S(=O)(CCc1nc2ccccc2[nH]1)c1ccc(Cl)cc1 | 7 | 0 | 15 | -2 | 1.5 | -1 | 7 | 7 | -2 |
| O=C(NCCCN1CCCC1=O)C(=O)NCC1OCCN1S(=O)(=O)c1ccc(Cl)cc1 (configuration not stated) | -6 | 5 | -7 | -4 | -1.4 | 4 | -7 | -3 | 1 |
| O=Cc1ccc(C(=O)OCC(=O)NC(=O)Nc2ccccc2F)cc1 | -140 | 2 | 0 | nt | nt | nt | 8 | 5 | nt |
| COC(=O)C1=C(C(=O)OC)[C@@H]2N(C)c3ccc(OC)cc3[C@@]23C[C@@H](C(=O)OC)N(C(=O)C2CCC2)C3=N1 | -14 | 5 | 25 | 4 | 3.8 | 1 | 2 | 1 | -3 |

New compounds follow.
| SMILES | VLA-4 inh | GRK2 inh | JMJD2C inh | PP1 counter | PP5 primary | Fh CTSL1 inh | procasp7 counter | proCasp3 act | HCV core dimer |
| --- | --- | --- | --- | --- | --- | --- | --- | --- | --- |
| O=C(NCc1nc2ccccc2[nH]1)C1=C[C@H](c2ccc(Br)cc2)C[C@H](OCc2ccc(CO)cc2)O1 | -1 | 0 | 6 | 2 | 5.1 | -2 | -2 | 8 | 3 |
| O=C(NCCc1ccc2c(c1)OCO2)C1CCN(S(=O)(=O)c2ccc(Cl)cc2)CC1 | 1 | 2 | -5&-2 | -3 | 0.2 | 3 | -3 | 7 | 3 |
| O=C(Nc1cccc(-c2cn3cccnc3n2)c1)Nc1ccccc1F | -2 | 4 | -11 | -2 | 1.2 | -2 | 7 | 2 | -1 |
| COc1ccc(/C=N/NC(=O)Cn2cc(C(F)(F)F)ccc2=O)cc1 | -9 | 0 | 4 | 0 | -1.2 | 4 | 4 | 3 | -1 |
| O=c1oc2cc(OCCO)ccc2c2c1CCCC2 | 11 | 0 | -3 | -1 | 1.1 | 6 | -3 | 0 | -2 |
| CCc1cc2cc(C)ccc2nc1SCC(=O)N1CC(=O)Nc2ccccc21 | 25 | 0 | -7 | -3 | 4.2 | 1 | 1 | -3 | 15 |
| CCn1c(SCC(=O)NCCc2ccc(F)cc2)nnc1-c1cccs1 | 1 | 5 | 3 | -2 | 3.8 | 0 | 6 | 4 | -1 |
| O=C(Nc1cc(S(=O)(=O)N2CCOCC2)ccc1N1CCOCC1)c1cc(=O)[nH]c2ccccc12 | 11 | 5 | -2 | -6 | 0.8 | -1 | 0 | 3 | -5 |
| O=C1COc2ccc(C(=O)COC(=O)CNC(=O)c3ccco3)cc2N1 | 5 | 0 | 2 | -5 | 1.8 | -5 | 0 | 2 | -1 |
| CCCCC(OC(=O)c1ccco1)C(=O)NCc1ccc(C)cc1 (configuration not stated) | 10 | 3 | 9 | 2 | 2.1 | -45 | -2 | 0 | -2 |
| COc1ccccc1N1CCN(C(=O)c2onc(C)c2Cl)CC1 | -15 | 1 | 6 | -1 | 2.1 | -3 | -1 | 0 | -7 |
| Cc1ccc(NC(=O)/C(=C\c2ccccc2)NC(=O)c2ccco2)cc1 | -8 | 2 | 15 | -5 | 0.0 | 3 | -2 | 5 | -8 |
| CN(C)c1ccc(N=Nc2ccc(S(N)(=O)=O)cc2)cc1 | -1 | 0 | 11 | 20* | 3.6 | 2 | 2 | -10 | -34 |
| Oc1cc(NCCN2CCOCC2)cc2cccnc12 | 1 | 0 | nt | nt | nt | nt | -7 | -10 | nt |
| O=C(CNCCO)NC12CC3CC(CC(C3)C1)C2 | 10 | 0 | -6 | -3 | 2.2 | -1 | 5 | 4 | -3 |
| COc1ccc(S(=O)(=O)NCc2ccccn2)cc1OC | 10 | 1 | 13 | 1 | 1.4 | -3 | 7 | -5 | -1 |
| COc1cc(C(=O)OCC(=O)Nc2ccc(F)cc2F)cc(OC)c1OC | 8 | 0 | 8 | 2 | -1.4 | 1 | -12 | 9 | -7 |
| CCOC(=O)C1CCN(CC(C)(C)NS(=O)(=O)c2ccc(Cl)cc2)CC1 | 3 | 0 | nt | 3 | 0.1 | -5 | 5 | -1 | -15 |
| CCOC(=O)C1=CN2CCC[C@H]2CC1=O | 8 | 1 | nt | nt | nt | nt | 1 | 7 | nt |
| COCCCNC(=O)C1CC(=O)N(C2CCCC2)C1 (configuration not stated) | 0 | 0 | nt | -4 | -0.4 | 4 | 5 | 1 | -6 |
| CC[C@H]1OC(=O)[C@H](C)[C@@H](O[C@H]2C[C@@](C)(OC)[C@@H](O)[C@H](C)O2)[C@H](C)[C@@H](O[C@@H]2O[C@H](C)C[C@H](N(C)C)[C@H]2O)[C@](C)(O)C[C@@H](C)[C@@H]2N[C@@H](COCCOC)O[C@H]([C@H]2C)[C@]1(C)O | 49 | 4 | 9 | -2 | -1.6 | -2 | 2 | 5 | 4 |
| Cn1c(=O)c2c(nc(NCCNC(=O)c3ccco3)n2Cc2ccccc2F)n(C)c1=O | 22 | 3 | 3 | 1 | 1.1 | 7 | -1 | 8 | -7 |
| Cc1nc(-c2ccccc2)cs1 | 10 | 0 | 4 | 1 | 3.9 | -1 | 7 | 9 | -1 |
| O=C(CN1CCOCC1)n1c2ccccc2c2ccccc21 | -1 | 1 | 1 | 2 | 4.7 | 0 | 16 | 4 | 1 |
| COc1cc2c(C(F)(F)F)c(-c3ccc(C#N)cc3)oc(=O)c2cc1OC | 14 | 10 | nt | nt | nt | nt | 7 | -5 | nt |

Next structures:
| SMILES | VLA-4 inh | GRK2 inh | JMJD2C inh | PP1 counter | PP5 primary | Fh CTSL1 inh | procasp7 counter | proCasp3 act | HCV core dimer |
| --- | --- | --- | --- | --- | --- | --- | --- | --- | --- |
| CC(C)c1ccc(C(=O)NCCCN2CCOCC2)cc1 | 6 | 0 | -2 | -3 | 2.8 | -1 | -5 | 8 | -7 |
| COc1ccc(S(=O)(=O)N2CCC(N3CCN(c4ccccc4OC)CC3)CC2)cc1 | -1 | 0 | 2 | -4 | 0.6 | -2 | -6 | -5 | 3 |
| O=C(c1ccc(Cl)cc1Cl)N1CCN(c2ccc(N3CCOCC3)nn2)CC1 | 1 | 0 | -1 | -5 | 1.1 | 1 | 7 | -3 | -6 |
| CCCC(c1nnnn1Cc1ccco1)N1CCN(C(=O)c2ccco2)CC1 (configuration not stated) | 11 | 1 | 2 | -4 | -1.5 | 0 | 7 | -3 | -3 |
| COc1cc(/C=N/NC(=O)c2cc(C)oc2C)ccc1OCc1ccccc1 | 9 | 0 | -16 | 0 | 1.7 | 6 | -4 | 0 | -3 |
| CSc1nnc(C)c(=O)n1COC(=O)COc1ccccc1F | 13 | 0 | 5 | 2 | -0.2 | -30 | -4 | 7 | -1 |
| CN(CC(=O)Nc1ccccc1Br)C(=O)CN1CCN(Cc2cccc(Cl)c2)CC1 | 16 | 0 | nt | nt | nt | nt | 5 | 6 | nt |
| CCOc1cc(C(=O)OCc2ccc(C(=O)OC)o2)cc(Br)c1OC | 6 | 0 | 2 | 1 | 5.9 | 1 | 0 | 4 | 2 |

Assay outcomes (PubChem BioAssay)
